# Source: PubChem (several laboratories)
# KOR beta-arrestin-1 – KOR agonists, beta-arrestin recruitment, primary screen, cell-based, luminescence, uHTS (AID 1777) | KOR beta-arrestin recruitment, luminescence; higher % means a stronger effect | activation, % at 10 µM, or EC50 in µM where a hit was titrated | 280,000 tested, 0.02% active; in the data active = activation above about 50%, passing the limit was not always enough; note: a part of the inactive calls stands beside numbers as strong as those of hits
# SIAH1 antagonists – Siah-1 peptide-binding antagonists, primary screen, biochemical, fluorescence polarization, rhodamine-plectin, uHTS (AID 1817); 290,000 tested, 0.02% active; Siah-1 / rhodamine-plectin peptide fluorescence polarization; higher % means a stronger effect; one-dose displacement, % at 20 µM; IC50 in µM for titrated hits;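 active = displacement of at least 50% at 20 µM, with a fluorescence ratio check between 0.3 and a set limit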;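 note: plate controls were Siah plus tracer with DMSO for no effect and tracer alone without Siah for full effect; strong numbers were not always called active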
# NOD2 inhibition – NOD2 signaling inhibitors, cell-based, luminescence, uHTS, HEK293 (AID 1566). 290,000 tested, 0.63% active. inhibition, % at 4 µM, or EC50 in µM where a hit was titrated. HEK293 NOD2/NF-kB luciferase reporter, luminescence; higher % means a stronger effect; note: many of its hits are not listed in these tables
# NOD1 NF-kB reporter – NOD1 signaling inhibitors, primary screen, cell-based, luminescence, uHTS (AID 1578) | one-dose inhibition, % at 4 µM; EC50 in µM for titrated hits | NOD1-driven NF-kB luciferase reporter cells, luminescence; higher % means a stronger effect | 290,000 tested, 1% active; in the data active = inhibition mostly above about 36%, no sharp cut-off; inactive = mostly below about 34%;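 note: HEK-293T reporter cells stimulated with the NOD1 agonist gamma-tri-DAP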
# HIV peptide binding – cell-free HIV fusion peptide-binding blockers – biochemical, uHTS, fluorescence dequenching, primary screen (AID 1986); cell-free peptide binding, fluorescence dequenching, 30 min; higher % means a stronger effect; 290,000 tested, 0.3% active; inhibition, % at 20 µM, or IC50 in µM where a hit was titrated; in the data active = inhibition mostly above about 52%, no sharp cut-off; inactive = mostly below about 76%; note: some results filed as inactive read as strong as hits
# KOR beta-arrestin-2 – KOR antagonists, beta-arrestin recruitment, cell-based, luminescence, uHTS (AID 1778) | KOR beta-arrestin recruitment, luminescence, antagonist mode; higher % means a stronger effect | inhibition, % at 10 µM; hits with a dose series show IC50 in µM | 290,000 tested, 0.091% active; note: strong numbers were not always called active
# Myeloid diff 2 – promotes myeloid progenitor differentiation; ER-HoxA9 myeloid progenitors, lysozyme-GFP differentiation, flow cytometry; calls only at 10 µM; 360,000 tested, 1% active;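 active = normalized GFP-positive differentiation at or above the plate's own cutoff, the solvent-only control mean plus 3 SD; inconclusive = no clear call, values can overlap the other calls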;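 note: cells exposed to compound for four days before flow analysis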
# PhoP inhibition – inhibitors of PhoP regulon expression, primary screen, Salmonella Typhimurium, GFP reporter (AID 1863). 300,000 tested, 0.16% active. S. Typhimurium PhoP-regulated promoter GFP reporter, 4 h; higher % means a stronger effect. inhibition, % at 50 µM; hits with a dose series show IC50 in µM;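 active = inhibition over 29.93%, a cutoff 3 SD above the screen mean, later confirmed by dose response; inconclusive = inhibition over 29.93% but no dose response follow-up; inactive = inhibition at most 29.93% or unconfirmed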;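 note: 0% = low Mg2+ inducing control and 100% = high Mg2+ repressing control; strong numbers were not always called active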
# LYP phosphatase – inhibitors of LYP phosphatase, biochemical, fluorescence intensity, uHTS (AID 1779) | recombinant LYP phosphatase, fluorescence intensity; higher % means a stronger effect | one-dose inhibition, % at 11.5 µM; IC50 in µM for titrated hits | 290,000 tested, 0.054% active;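 note: plate controls were vehicle with enzyme for no effect and no enzyme for full effect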
# Myeloid diff 2 GFP+ MAC1+ % – second read-out of Myeloid diff 2, no call of its own (marks repeat the call); GFP+ MAC1+ double positive, %; measured here: differentiation confirmed by MAC1 staining
# The depositor's hits bear a star; i = inactive; ? = inconclusive; . = not tested or not shown; & = joins results of further samples; [ ] = another dose, or the depositor's remark. Cut-off read from the data, not from the text of the source, unless noted: active = inhibition above about 50%; inactive = the rest. This is a subset; count on the stated rates, not on these rows.
SMILES,KOR beta-arrestin-1,SIAH1 antagonists,NOD2 inhibition,NOD1 NF-kB reporter,HIV peptide binding,KOR beta-arrestin-2,Myeloid diff 2,Myeloid diff 2 GFP+ MAC1+ %,PhoP inhibition,LYP phosphatase
CCc1cccc(NC(=O)Nc2cccs2)c1,-0.3%,0%,-79%,-46%,8.6%,2%,i,0.8,31%,6%
CC(C)COC(=O)/C(C#N)=C/c1c[nH]c2ccccc12,-4.6%,-1%,0%,-39%,13%,18%,i,0.2,-44%,-1%
COC(=O)c1nc(NC(=O)c2ccccc2Cl)n[nH]1,-0.7%,-5%,-2%,23%,0.5%,-52%,i,0.3,-2%,-6%
O=S(=O)(C/C(=C/CO)S(=O)(=O)c1ccccc1)c1ccccc1,-3.6%,-2%,41%,100%*,1.4%,10%,?,.,27%,-3%
Cn1cc(CN2CCN(Cc3ccccc3)CC2)c(-c2cccc(Cl)c2)n1,0.4%,15%,3%,-25%,-0.9%,3%,i,0.9,-5%,-12%
O=C(CCc1ccccc1)NCCc1cccs1,-0.1%,-7%,-23%,-35%,-1.2%,-28%,i,0.8,-8%,-1%
CCc1nnc(NC(=O)c2ccc(-c3ccc(Cl)cc3)o2)s1,-3.1%,2%,-2%,-35%,-1.3%,14%,i,1.2,-7%,-9%
CCN(CC)C(=O)Oc1nnc(SC(C)C)n1-c1ccc(Cl)cc1,-1.1%,2%,27%,1%,-0.6%,13%,i,0.7,-1%,-7%
CCN1C(=O)c2cccc3c(S(=O)(=O)NCC4CCCO4)ccc1c23 (stereo not drawn),-0.7%,1%,-24%,-8%,-0.3%,6%,i,0.1,-15%,-8%
CCOC(=O)Cc1csc(SCn2nnc3ccccc3c2=O)n1,1.7%,-2%,4%,27%,0.8%,-55%,i,1.2,2%,2%
Cc1cc(=O)oc2cc(O[C@@H]3O[C@H](CO)[C@H](O)[C@H](O)[C@H]3O)ccc12,-4.2%,0%,0%,14%,-2.9%,2%,i,0.5,-3%,-6%
CCN(CC)c1nc2ccccc2c(N)c1-c1ccccc1,-1.2%,-4%,16%,-15%,-0.3%,-2%,i,0.3,11%,-6%
O=C(Cc1ccc(Br)cc1)NCCCn1ccnc1,-4.7%,3%,6%,-36%,0.4%,23%[20 µM],i,0.2,-1%,-3%
CCOC(=O)N1CCN(C(=O)/C=C/c2ccc(OC)c(OC)c2)CC1,-2.8%,5%,-1%,6%,-0.1%,-8%,i,1.5,-2%,-9%
O=C(O)c1cc(S(=O)(=O)N2CCOCC2)ccc1N1CCOCC1,-0.6%,-2%,-4%,2%,-1.4%,5%,i,0.4,-9%,-10%
Cc1ccc(OCC(=O)NC2CC(C)(C)NC(C)(C)C2)cc1C,.,-1%,-10%,-19%,1.5%,-70%[20 µM],i,0.1,-1%,-7%
COc1ccc(-c2c(C(F)(F)F)nn(C)c2NC(=O)c2ccco2)cc1,3.0%,9%,-6%,-10%,0.2%,-41%,i,0.5,3%,-4%
CCOc1ccc(NC(=O)N(c2ccccc2)c2ccccc2)cc1,0.9%,12%,1%,-50%,-1.7%,-40%[20 µM],i,0.8,3%,-5%
CCOCCc1nnc(NC(=O)CS(=O)(=O)c2ccc(C)cc2)s1,-4.2%,4%,11%,-9%,0.8%,1%,i,1.3,-4%,-5%
Oc1ccc(C2Nc3cccc4cccc(c34)N2)c(O)c1,-0.4%,26%,3%,9%,44%,-18%,i,0.2,28%,1%
N/C(=N\c1nc2ccccc2o1)NC(=O)/C=C/c1ccccc1,3.4%,-1%,5%,-12%,1.0%,16%,i,2.0,-8%,1%
Cc1cc(C)cc(CC2CC(=O)N(c3ccc4c(c3)OCCO4)C2=O)c1 (stereo not drawn),0.9%,4%,7%,-15%,-1.8%,14%,i,0.7,9%,-2%
CC(=O)Nc1ccc(S(=O)(=O)NC2CC2)cc1,-4.3%,2%,15%,21%,0.3%,11%[20 µM],i,0.5,-5%,-4%
COc1ccc(/C=C/C(=O)O)cc1Cl,0.3%,1%,21%,2%,0.9%,-7%,i,0.9,-12%,-4%
Cc1cccc(C)c1OCc1nc2ccccc2c(=O)n1/N=C/c1ccc(OCC(=O)O)cc1,-1.9%,-6%,21%,24%,0.2%,-23%,i,0.4,4%,-3%
CC(C)NC(=O)CN(c1cccc(Br)c1)S(C)(=O)=O,-7.1%,1%,15%,26%,-1.2%,7%,i,4.6,-3%,-12%
COc1cc(C(=O)N(C)CCOc2ccc(C)cc2)ccc1OC1CCN(C(C)=O)CC1,-2.5%,3%,2%,17%,1.8%,-20%,i,1.4,-7%,-10%
COC(=O)c1cc(C(=O)N2CCN(c3cccc(C)c3C)CC2)cc([N+](=O)[O-])c1,-0.6%,4%,-27%,-31%,-1.2%,-45%,?,.,-8%,5%
FC(F)Sc1nc2ccccc2[nH]1,13%,18%,10%,-9%,-0.7%,1%,i,0.0,7%,-7%
COc1cccc(N2CC(C(=O)Nc3nnc(SCCN4CCOCC4)s3)CC2=O)c1 (stereo not drawn),0.9%,8%,14%,-18%,3.3%,-11%,i,0.6,0%,-10%
CC(C)(C)c1ccc2c(c1)OC(C(=O)N/N=C\c1ccccn1)CO2 (stereo not drawn),0.1%,5%,21%,9%,-1.0%,-12%,i,0.1,-6%,0%
Cc1cc(-n2cnc(-c3cn(C)nc3C)n2)no1,0.1%,-2%,-8%,-11%,1.0%,-23%,i,1.0,2%,2%
COc1ccc(C(C)=O)cc1Cn1nnc(-c2ccccc2Br)n1,-6.6%,5%,-4%,-4%,0.7%,5%,i,0.5,-7%,-3%
Cc1cccc(NC(=O)c2ccc(COc3ccccc3[N+](=O)[O-])o2)n1,-8.7%,0%,-36%,-8%,-1.6%,9%,i,0.4,2%,-6%
CC1CCc2c(sc(NC(=O)c3ccccc3C(=O)O)c2C#N)C1 (stereo not drawn),.,-1%,-22%,-39%,7.6%,-32%[20 µM],i,0.2,-1%,0%
CCCn1nc(C(=O)NCc2ccccn2)c2ccccc2c1=O,-0.5%,1%,10%,-26%,0.0%,-38%,i,1.2,-1%,-2%
O=C(O)c1ccc(CN(c2ccccn2)S(=O)(=O)c2ccccc2)cc1,.,2%,0%,-8%,2.5%,-27%,i,0.3,3%,-2%
O=C(NCCO)C1(c2ccc(Cl)cc2)CCCC1,0.0%,2%,-10%,-18%,1.7%,-36%,i,2.5,-1%,3%
O=C(NCc1cccnc1)c1cc(-c2ccc(Cl)cc2)oc1C(F)(F)F,5.2%,2%,30%,-6%,-0.7%,-4%,i,0.5,-5%,-1%
Cc1ccc2nc(C3CCN(CC(=O)Nc4ccc5c(c4)OCCO5)CC3)[nH]c2c1,-0.8%,3%,-18%,-29%,-1.3%,48%,i,1.6,19%,-5%
O=C(Nc1ccc(OCC(=O)N2CCOCC2)cc1)c1ccccc1F,-2.0%,-3%,-18%,-17%,-2.0%,-12%,i,1.1,5%,-6%
COc1ccc(Cn2nnnc2C(c2ccc(F)cc2)N2CCN(C3CCCC3)CC2)cc1 (stereo not drawn),11%,0%,-7%,-7%,-0.6%,9%,i,1.5,-5%,-9%
O=C1c2cccc(OCc3ccc(F)cc3)c2CCN1Cc1ccc(F)cc1,-3.2%,1%,26%,48%,-1.5%,12%,i,1.0,-6%,9%
CC(=O)N=C1SC2CS(=O)(=O)CC2N1Cc1ccc(C)cc1 (stereo not drawn),2.7%,16%,8%,-3%,-1.6%,7%,i,0.6,-2%,-8%
O=C(NCc1nc2ccccc2[nH]1)c1ccc(S(=O)(=O)N2CCCC2)cc1,-6.4%,-3%,9%,-15%,-0.5%,13%,i,1.0,-3%,-5%
Fc1cccc(NC(=S)NCCCN2CCOCC2)c1,2.3%,2%,19%,24%,-2.4%,0%,i,0.6,-2%,-6%
CCOc1ccc(Br)cc1S(=O)(=O)Nc1ccc(C(=O)OC(C)C(=O)N(C)c2ccccc2)cc1 (stereo not drawn),-1.0%,5%,6%,-18%,1.5%,-19%,i,0.2,18%,5%
COc1ccccc1N1C(=N)S/C(=C\c2ccc(-c3ccccc3C(=O)O)o2)C1=O,-1.7%,9%,15%,-14%,54%*,-22%,i,0.6,-2%,-10%
Cc1ccc2c(C(=O)CN3CCN(C(=O)c4ccco4)CC3)c(C)[nH]c2c1,-3.0%,0%,24%,-1%,-0.9%,-2%,i,0.3,-12%,-2%
C=CCNCCOc1ccc(C)cc1[N+](=O)[O-],0.3%,3%,3%,-35%,0.6%,-38%,i,0.2,3%,-4%

# Sorted by length of the SMILES (falling): some entries from above.
SMILES,KOR beta-arrestin-1,SIAH1 antagonists,NOD2 inhibition,NOD1 NF-kB reporter,HIV peptide binding,KOR beta-arrestin-2,Myeloid diff 2,Myeloid diff 2 GFP+ MAC1+ %,PhoP inhibition,LYP phosphatase
COc1ccc(Cn2nnnc2C(c2ccc(F)cc2)N2CCN(C3CCCC3)CC2)cc1 (stereo not drawn),11%,0%,-7%,-7%,-0.6%,9%,i,1.5,-5%,-9%
Cc1ccc2c(C(=O)CN3CCN(C(=O)c4ccco4)CC3)c(C)[nH]c2c1,-3.0%,0%,24%,-1%,-0.9%,-2%,i,0.3,-12%,-2%
CC(=O)N=C1SC2CS(=O)(=O)CC2N1Cc1ccc(C)cc1 (stereo not drawn),2.7%,16%,8%,-3%,-1.6%,7%,i,0.6,-2%,-8%

# (listing goes on)
SMILES,KOR beta-arrestin-1,SIAH1 antagonists,NOD2 inhibition,NOD1 NF-kB reporter,HIV peptide binding,KOR beta-arrestin-2,Myeloid diff 2,Myeloid diff 2 GFP+ MAC1+ %,PhoP inhibition,LYP phosphatase
COc1ccc(OC)c(CCNC(=O)CS(=O)(=O)Cc2nc(-c3ccc(C)cc3)oc2C)c1,4.6%,2%,22%,23%,-0.9%,-41%,i,1.4,-5%,0%
Cc1ccccc1C(OCCN(C)C)c1ccccc1 (stereo not drawn),0.3%&-2.8%,0%&1%,22%&12%,-17%&-66%,1.6%&1.2%,5%&9%,i,5.8&1.5,5%&-1%,-6%&-8%
COc1ccc(C2(C)NC(=O)N(Cc3cc(Cl)cc4c3OCOC4)C2=O)cc1OC (stereo not drawn),3.0%,0%,6%,10%,-0.7%,-48%,i,1.1,12%,5%
O=C(O)CN=C(NS(=O)(=O)c1ccc(Cl)cc1)c1ccc(F)cc1,-1.7%,5%,18%,-9%,0.4%,-50%[20 µM],i,0.4,0%,-2%
CCOc1cc(/C=N/O)cc(Br)c1OCC(=O)NCc1ccccc1,-3.3%,4%,16%,0%,0.7%,.,i,0.7,-11%,1%
Cc1ccc(-c2cc(C(=O)N/N=C/c3c(C)nn(-c4ccccc4)c3C)n[nH]2)s1,-2.4%,9%,-12%,-48%,-0.3%,-115%,?,.,-1%,9%
COc1ccccc1CNC(=O)C1CCC(=O)N1C(C)C (stereo not drawn),-1.9%,0%,-6%,-7%,-4.4%,-11%,i,0.6,4%,-2%
O=C(O)c1sccc1Oc1ccc(NS(=O)(=O)c2ccc(Cl)cc2)cc1,-4.3%,-1%,-4%,-6%,3.8%,16%,i,0.2,1%,-5%
